# From PubChem BioAssay
# SIAE inh = inhibitors of human sialic acid acetylesterase SIAE; SIAE FP-Rh probe binding, fluorescence polarization; inhibition, % at 9.66 µM; 370,000 tested, 0.69% active; AID 1053197;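 active = inhibition above a cutoff: mean of compounds within the control limits plus 3 SD of those, cut at about 17% in these data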;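 also: 0% = plate median of compound wells and 100% = probe without SIAE protein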
# rCAG binder = r(CAG) repeat RNA binding; inhibition, % at 3 µM; TO-PRO-1 dye displacement fluorescence; AID 651821; 370,000 tested, 1.3% active;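 active = inhibition above the plate cutoff, the mean of all test compounds on that plate plus 3 SD, cut at about 35% in these data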;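 also: 0% = DMSO alone and 100% = 100 µM mitoxantrone as full dye displacement; higher means more dye released from RNA so lower well fluorescence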
# GC-A act = GC-A (human) enzyme activation; P16066; HEK293 GC-A cells, cGMP TR-FRET, EC30 ANP; 0% at EC30 ANP, 100% saturating ANP; activation, % at 10 µM; 370,000 tested, 0.14% active; AID 1671463; in the data active = activation above about 40%
# Target sequence (P16066 whole entry, looked up): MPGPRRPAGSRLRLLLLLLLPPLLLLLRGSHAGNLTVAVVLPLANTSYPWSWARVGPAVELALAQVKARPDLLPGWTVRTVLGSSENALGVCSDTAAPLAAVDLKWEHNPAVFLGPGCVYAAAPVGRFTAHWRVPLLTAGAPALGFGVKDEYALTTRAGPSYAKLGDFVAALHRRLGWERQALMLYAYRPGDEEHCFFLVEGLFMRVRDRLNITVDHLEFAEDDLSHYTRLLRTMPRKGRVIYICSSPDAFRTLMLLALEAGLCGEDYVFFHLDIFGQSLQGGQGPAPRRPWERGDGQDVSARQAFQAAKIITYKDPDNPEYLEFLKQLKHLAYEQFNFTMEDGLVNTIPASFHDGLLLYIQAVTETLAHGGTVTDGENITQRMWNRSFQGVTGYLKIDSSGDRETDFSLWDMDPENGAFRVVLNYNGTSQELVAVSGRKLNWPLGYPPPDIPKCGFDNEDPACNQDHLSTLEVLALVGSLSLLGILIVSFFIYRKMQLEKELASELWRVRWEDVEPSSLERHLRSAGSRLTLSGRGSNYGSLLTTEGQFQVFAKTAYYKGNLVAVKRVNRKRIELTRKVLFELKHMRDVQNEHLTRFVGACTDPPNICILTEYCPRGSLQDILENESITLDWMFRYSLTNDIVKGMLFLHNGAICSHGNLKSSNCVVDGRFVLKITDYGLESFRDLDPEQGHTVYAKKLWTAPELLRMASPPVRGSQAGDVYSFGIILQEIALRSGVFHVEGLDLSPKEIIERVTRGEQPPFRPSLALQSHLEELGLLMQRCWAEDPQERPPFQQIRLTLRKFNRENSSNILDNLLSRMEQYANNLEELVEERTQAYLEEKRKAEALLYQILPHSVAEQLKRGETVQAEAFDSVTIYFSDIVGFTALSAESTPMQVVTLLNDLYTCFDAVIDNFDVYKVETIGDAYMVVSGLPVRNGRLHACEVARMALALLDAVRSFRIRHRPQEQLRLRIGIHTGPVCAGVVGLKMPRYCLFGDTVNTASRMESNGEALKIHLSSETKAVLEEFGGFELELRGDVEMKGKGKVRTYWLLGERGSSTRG
# UHRF1 MBD2 ctr = UHRF1 methyl-DNA binding inhibition; Q96T88; UHRF1 binding to methylated oligo, TR-FRET; inhibition, % at 4.4 µM; 370,000 tested, 0.75% active; in the data active = inhibition above about 21%;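 also: UHRF1 SRA domain binding a hemimethylated CpG hairpin DNA probe; 0% = median of test compound wells and 100% = reference inhibitor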
# PRMT1 FP inh = blocks human protein arginine methyltransferase 1 | Q99873 | recombinant PRMT1, activity-based probe fluorescence polarization | inhibition, % at 2.79 µM | 370,000 tested, 1.3% active | AID 652257;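 active = inhibition above about 21% made by adding two undisclosed values, limit read from the data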
# mABHD4 FP = inhibits mouse alpha/beta hydrolase domain 4; purified mABHD4, FP-Rh probe fluorescence polarization; inhibition, % at 8.92 µM; 370,000 tested, 0.54% active;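 active = inhibition exceeding the mean over every tested compound plus 3 SD, cut at about 30% in these data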;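 also: 0% = plate median of compound wells and 100% = S159A mutant with DMSO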
#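 Material: mouse ABHD4 enzyme, wild type; Benchmarks: S159A mutant high control, sample median low control; Buffer or medium: HEPES pH 7.0, NaCl, Pluronic buffer; Signal: fluorescence polarization; Read-out: percent inhibition of probe binding, normalized to plate controls; Timing: pre-incubation 45 min, probe exposure 60 min, at 25 °C; Dosing: 8.92 µM, single dose.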
# TCR CD3 inh = blocks the human TCR-CD3 interaction. inhibition, % at 9.4 µM. 360,000 tested, 0.37% active. AID 651800. TAMRA-labeled TCR probe fluorescence, biochemical; in the data active = inhibition above about 19%;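 also: recombinant mutant TCR 2C K166C tagged with TAMRA read by polarization; 0% = receptor in buffer alone and 100% = receptor with positive control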
# MBD2 DNA inh = MBD2-methylated oligo binding inhibition. Q9UBB5. TR-FRET, MBD2 binding to methylated oligonucleotide. inhibition, % at 4.4 µM. 370,000 tested, 0.31% active; in the data active = inhibition above about 13%
# NPR2 activator = GC-B (human) receptor activation. 370,000 tested, 0.11% active. P20594. HEK293-GC-B cells, CNP EC30, cGMP TR-FRET; 0% at EC30 CNP, 100% saturating CNP. activation, % at 10 µM;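 active = activation at 10 µM reaching about 35% in either raw or pattern-adjusted values, limit read from the data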
# HTRA1 inhibitor = HTRA1 (human) protease inhibition; inhibition, % at 5.96 µM; Q92743; 340,000 tested, 0.5% active; AID 504803; recombinant HTRA1, FP-rhodamine activity-based probe, fluorescence polarization; in the data active = inhibition above about 36%;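 also: 0% = enzyme with DMSO and 100% = wells lacking enzyme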
# The depositor's hits bear a star; . = not tested or not shown. This is a subset; rates above refer to the full screens.
SMILES,SIAE inh,rCAG binder,GC-A act,UHRF1 MBD2 ctr,PRMT1 FP inh,mABHD4 FP,TCR CD3 inh,MBD2 DNA inh,NPR2 activator,HTRA1 inhibitor
COc1ccc(CCNC(=O)COc2ccc(N(C)S(=O)(=O)c3ccc(Cl)cc3)cc2)cc1,-2,-1,-22,5,-5,-13,-7,4,-7,-23
COc1cc2c(cc1NC(=O)c1ccccc1F)CCCC2,-5,-1,-5,-3,1,-1,8,1,3,-8
CCCOc1ccc(S(=O)(=O)N2CCN(C)CC2)c2ccccc12,3,-2,-4,-1,-6,2,0,6,3,1
O=C1CC(=O)N2CCSC2=N1,-5,1,3,3,-1,-1,4,0,2,1
O=C(CSc1nnc(SCc2cccc3ccccc23)s1)N/N=C/c1c[nH]c2ccccc12,30*,17,-4,-1,-2,-8,8,-4,-4,-28
C=CCOc1ccc(-c2nc3c(c(=O)[nH]c(=O)n3CCCC)n2C)cc1OC,-3,6,-3,-1,2,3,-6,0,-6,-6
O=C(CCc1nnc2ccc(N3CCCC3)nn12)Nc1ccc(F)cc1F,-5,-1,-2,9,6,-9,-2,3,0,9
O=S(=O)(c1ccc(Br)cc1)N1CCCc2ccccc21,-2,-1,-10,-3,1,-9,-1,-5,-9,-10
Nc1nnnn1CC(=O)N/N=C/C=C/c1ccccc1,11,4,-1,-1,-1,4,-7,-8,5,.
CC(C)(C)OC(=O)NCCc1ccccc1/C=C/S(=O)(=O)NCc1ccccc1,2,3,-2,-2,1,-6,.,-2,4,.
O=C(Nc1ccc(F)cc1)c1ccc(Br)c(S(=O)(=O)N2CCOCC2)c1,-6,5,8,0,0,-4,-7,7,-1,-5
Cc1[nH]c2ccccc2c1C(=O)CSc1cccc[n+]1[O-],-8,-1,4,0,0,-1,1,0,2,8
COc1c(N2CCN(C(=S)Nc3ccc(F)cc3)C(C)C2)c(F)cc2c(=O)c(C(=O)O)cn(C3CC3)c12 (stereo not given),3,2,4,1,0,5,-6,5,-1,3
CCN(c1ccccc1)C1(O)C(=O)c2ccccc2C1=O,8,0,-1,-1,3,0,-1,1,1,0
CCOc1ccc(Cc2c(O)nc(SC)[nH]c2=O)cc1,-5,3,3,-3,-5,-1,0,1,1,-1
CCn1c(CCCNC(=O)c2ccc(F)cc2)nc2ccccc21,-6,-1,-2,0,-4,-3,-2,-2,2,3
CCN(CCO)Cc1csc2ccc(Br)cc12,-2,-4,-1,-1,-4,1,8,3,-5,-21
CCOc1ccc(CC(=O)Nc2sc(Cc3ccccc3)c(C)c2C(N)=O)cc1OCC,-1,14,5,1,12,1,2,-3,6,-14
Cc1nn(-c2nc3ccccc3[nH]2)c(N)c1-c1ccccc1,6,4,5,-2,-4,-3,1,-1,8,14
CCC(=O)N1CCN(c2ccccc2NC(=O)c2ccc([N+](=O)[O-])o2)CC1,4,-7,-4,1,-7,4,11,-5,-3,1
COc1cc(C(=O)NNC(=O)c2cc(=O)[nH]c3ccccc23)cc(OC)c1OC,12,-2,3,0,1,-3,0,-6,1,2
NC(=O)N\N=C/C=C/C=C/c1ccc(F)cc1,1,1,10,-5,-4,-4,1,-8,-12,7
COc1ccccc1N1CCN(/N=C/c2cc(OC)c(OC)c(OC)c2)CC1,7,-5,-2,6,-1,0,-4,1,-8,1
Cc1ccc(S(=O)(=O)NCc2ccco2)cc1C,-4,-2,0,1,2,4,2,0,7,-2
CCOC(=O)c1ccc(NC2=CC(=O)C(=O)c3ccccc32)cc1,7,27,5,-1,7,30*,15,-1,10,9

# The listing continues:
SMILES,SIAE inh,rCAG binder,GC-A act,UHRF1 MBD2 ctr,PRMT1 FP inh,mABHD4 FP,TCR CD3 inh,MBD2 DNA inh,NPR2 activator,HTRA1 inhibitor
O=C(CCN1C(=O)c2cccc3cccc(c23)C1=O)N1CCOCC1,0,-4,1,-1,5,1,-2,-7,0,0
O=S(=O)(c1ccc(Cl)c(Cl)c1)N1CCc2nc3ccccc3n2CC1,9,11,-6,4,-5,-2,0,0,0,-7
Cc1ccc(S(=O)(=O)N2CCN(C(=O)c3n[nH]c(=O)c4ccccc34)CC2)cc1,3,-4,-2,0,-6,0,1,2,-4,-2
CCOc1ccc(Nc2nc(Cc3nnc(SCC(=O)c4ccc(C)c(C)c4)o3)cs2)cc1,10,7,-3,-1,1,4,8,1,3,-7
O=c1oc2ccc(Cl)cc2cc1-c1ccccc1,-10,-2,-1,2,2,4,-6,5,-4,3
C=CCNC(=O)C1COc2ccccc2O1 (stereo not given),5,-2,3,1,0,2,1,2,-2,5
Cc1[nH]n(-c2ccc(Cl)cc2)c(=O)c1C(=O)c1ccccc1,-6,9,-4,-4,5,-4,-10,5,-2,8
COc1cccc(-c2noc(-c3ccc(Cl)nc3)n2)c1,-5,1,-5,-2,3,2,-1,1,-4,-1
CCOC(=O)C(NC(=O)c1ccc(F)cc1)(Nc1nnc(C)s1)C(F)(F)F (stereo not given),2,7,-2,5,3,-1,8,-1,4,-1
CCN(CC(=O)Nc1ccccc1C(F)(F)F)C(=O)CN1C(=O)NC2(CCCCC2)C1=O,-4,-3,3,3,-4,3,5,1,-1,2
O=C(NCC1COc2ccccc2O1)C1C2C=CC3(CN(Cc4ccccc4Cl)C(=O)C13)O2 (stereo not given),-1,-6,-3,-1,0,1,10,-10,-1,-1
C=CCOC(=O)C1=C(C)NC(SCC(=O)Nc2nccs2)=C(C#N)C1c1ccc(Cl)cc1 (stereo not given),-9,11,-4,-2,6,-14,7,-6,-9,-41
Cc1ccc(S(=O)(=O)N2CCN(C(=O)N3CCOCC3)C2c2ccc(N(C)C)cc2)cc1 (stereo not given),1,-3,2,0,-2,0,8,2,-5,4
CC(C)(O)CN(C(=O)c1ccccc1)C1CCCCC1,-6,0,-1,5,1,3,-4,0,3,-1
CC(C)CC(=O)Nc1sc2c(c1C#N)CC(C)(C)NC2(C)C,-5,-5,2,-4,-3,1,7,-2,-7,-1
C(=N\Nc1nc(-c2cccnc2)nc2ccccc12)/c1ccccc1,-9,10,-1,-4,-1,1,-6,-1,3,.
COc1ccc(CC(=O)Nc2ccc(S(=O)(=O)Nc3nccs3)cc2)cc1,-9,20,1,0,-2,-1,8,-1,4,6
CC1CC(=O)C(C(C2=C(O)CC(C)CC2=O)c2ccccc2)=C(O)C1 (stereo not given),-3,0,-6,-2,3,1,-1,0,-5,3
Cc1ccc(-c2cc(C(=O)O)c3cc(Br)ccc3n2)o1,-5,28,5,9,77*,18,1,2,2,-2
Cc1ccc(S(=O)(=O)N2C3CCCCC3O[C@H]2CC(=O)Oc2ccccc2)cc1 (stereo not given in full),-8,1,2,0,0,-6,7,-2,0,.
CC(C)(C)c1ccc(NC(=S)NCc2cccs2)cc1,1,1,2,0,-1,-20,4,1,-1,-27
Cn1c(=O)c2c(nc(NCCNC(=O)c3ccco3)n2Cc2ccc(Cl)cc2Cl)n(C)c1=O,2,-4,1,4,-2,-2,0,2,2,-9
CCOC(=O)/C=c1\s/c(=C\c2ccc3cc(OC)ccc3c2)c(=O)n1CC(=O)NCc1ccc2c(c1)OCO2,-2,16,-5,4,10,-2,2,0,-2,-16
O=C(NC12CC3CC(CC(C3)C1)C2)c1cncc(O)c1,-5,0,2,0,-1,3,-5,2,0,4
CCOC(=O)c1ccc(NC(=O)c2ccccc2[N+](=O)[O-])cc1,-3,0,1,2,4,-4,0,1,5,2

# Going on with the list.
SMILES,SIAE inh,rCAG binder,GC-A act,UHRF1 MBD2 ctr,PRMT1 FP inh,mABHD4 FP,TCR CD3 inh,MBD2 DNA inh,NPR2 activator,HTRA1 inhibitor
CC(=O)N1CCN(c2ccc(N3CCN(Cc4ccccc4)[C@@H](C)C3)c(C)c2)[C@@H](C)C1,8,3,3,1,1,-1,4,-1,6,.
O=C(CN(Cc1ccccc1)C(=O)CNS(=O)(=O)c1ccc(F)cc1)NCC1CCCO1 (stereo not given),-9,-3,2,-1,1,-2,-3,1,5,-1
CC(=O)CCC(=O)N1CCCC(N2CCN(c3cccc(Cl)c3)CC2)C1 (stereo not given),-4,-6,1,-2,-4,0,-3,-2,5,1
Cc1[nH]c(=O)c(C#N)cc1-c1ccncc1,-4,0,4,-1,-2,1,7,2,7,3
O=c1cc(CO)oc(C(Nc2ccccn2)c2ccccc2Cl)c1O (stereo not given),4,7,2,19,19,8,2,-3,-1,-1
N/C(=N\OC(=O)c1ccccc1)c1ccn[nH]1,-1,-3,3,3,2,-15,3,8,-6,6
O=C(COC(=O)/C=C/c1cccc(F)c1)NC(=O)NC1CCCC1,-3,1,3,1,0,0,3,2,0,22
O=S(=O)(c1ccc(F)cc1)N1CCN(c2ccc(-c3ccccc3)nn2)CC1,3,0,-4,-1,-1,-2,7,-2,-3,2
C=CCNc1sc(C(=O)c2cccs2)c(N)c1C#N,4,2,2,-6,0,11,-1,-3,-2,-7
CN(CC(=O)Nc1cccc(F)c1)C(=O)CCCn1c(=O)oc2ccccc21,-4,-4,2,-1,2,4,1,-1,3,-5
Cc1cc(C(=O)OCC(=O)N2c3ccccc3NC(=O)C2(C)C)c(C)n1-c1ccccc1,4,1,0,3,1,-3,-1,-3,-6,-25
O=C(c1ccco1)c1coc2c1cc(O)c1ccccc12,7,12,4,8,12,24,-3,-1,-1,-1
COc1ccc(N2CCC(CNC(=O)Nc3ccc(C)c(C)c3)C2)cc1 (stereo not given),7,11,15,0,5,12,10,-1,-3,13
CCOC(=O)N1CCN(C(=O)c2[nH]c(C(F)(F)F)nc2-c2ccccc2)CC1,2,3,2,0,4,11,5,-2,2,.
O=C(OCc1nnc(-c2ccccc2)o1)C1CCN(C(=O)c2ccc(Cl)cc2)CC1,4,-4,-1,1,1,2,-4,-3,1,-1
COc1ccc([C@H]2N[C@]3(CCCN(Cc4ccc(C(F)(F)F)cc4)C3=O)[C@H]3C(=O)N(C)C(=O)[C@@H]23)cc1,-5,0,5,-1,1,3,7,1,5,-2
CCOc1ccc(N2C(=O)/C(=C/c3ccccc3)N=C2SC)cc1,-2,1,-7,-3,1,-1,6,-4,0,0
Nc1nonc1-n1nnc(C(=O)N/N=C/c2cccc(Cl)c2)c1CN1CCCCCC1,3,5,2,1,-4,-7,0,-8,-1,-3
CCC(C)[C@H](NC(=O)[C@@H]1CSC2c3ccccc3C(=O)N21)C(=O)NCc1ccncc1 (stereo not given in full),-3,3,1,1,2,0,0,-1,4,0
CCN(CC)c1ccc(-c2nc3cnccn3c2NC2CCCC2)cc1,0,0,4,-4,1,19,1,-2,-5,3
Cc1ccc(CSCC(=O)N2CCOCC2)cc1,1,-3,4,-2,-2,4,13,-6,7,1
CCCc1nc2ccc(NC(C)=O)cc2c(=O)n1Cc1cccc(Cl)c1,-11,-2,-10,3,-1,-9,8,4,-12,-7
COc1cc(NC(=O)COC(=O)c2ccc(C)c(S(=O)(=O)N3CCCCC3)c2)c(C)cc1[N+](=O)[O-],-9,15,-5,7,5,-16,-3,-2,-10,-25

# 2 of the compounds above, with each value named.
CCOc1ccc(N2C(=O)/C(=C/c3ccccc3)N=C2SC)cc1
  SIAE inh: -2
  rCAG binder: 1
  GC-A act: -7
  UHRF1 MBD2 ctr: -3
  PRMT1 FP inh: 1
  mABHD4 FP: -1
  TCR CD3 inh: 6
  MBD2 DNA inh: -4
  NPR2 activator: 0
  HTRA1 inhibitor: 0
CCC(=O)N1CCN(c2ccccc2NC(=O)c2ccc([N+](=O)[O-])o2)CC1
  SIAE inh: 4
  rCAG binder: -7
  GC-A act: -4
  UHRF1 MBD2 ctr: 1
  PRMT1 FP inh: -7
  mABHD4 FP: 4
  TCR CD3 inh: 11
  MBD2 DNA inh: -5
  NPR2 activator: -3
  HTRA1 inhibitor: 1
